# Screening data as filed in PubChem.
# Mdm2 ligase inh: blocks human Mdm2 ubiquitin ligase activity; cell-based MDM2 ubiquitination luciferase reporter, 2 h; 0 = plate control, 100 = twice control, blank-subtracted; signal enhancement, % at 5 µM; actives 0.11% (n = 210,000); Q00987; AID 1230;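 active means signal enhancement of 30% or more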;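 further: luminescence tracks abundance of the self-degrading MDM2-luciferase fusion protein; higher signal means inhibition of MDM2 E3 ligase activity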
# Target sequence (Q00987 whole entry, looked up, the tested form may be a part): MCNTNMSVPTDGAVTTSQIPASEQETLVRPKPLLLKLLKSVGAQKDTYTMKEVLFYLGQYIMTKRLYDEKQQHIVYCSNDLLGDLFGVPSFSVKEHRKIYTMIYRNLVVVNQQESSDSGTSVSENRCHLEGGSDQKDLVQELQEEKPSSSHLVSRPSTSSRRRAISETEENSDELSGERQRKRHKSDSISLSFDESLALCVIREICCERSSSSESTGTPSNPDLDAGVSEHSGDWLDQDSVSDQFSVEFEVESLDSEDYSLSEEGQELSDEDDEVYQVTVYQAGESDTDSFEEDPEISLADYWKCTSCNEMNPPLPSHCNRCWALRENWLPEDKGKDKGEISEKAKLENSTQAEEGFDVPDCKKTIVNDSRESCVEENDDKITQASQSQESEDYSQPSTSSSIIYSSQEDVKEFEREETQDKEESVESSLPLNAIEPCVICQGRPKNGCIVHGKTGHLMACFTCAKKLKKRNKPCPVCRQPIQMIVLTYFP
#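 Test system: stable mammalian line carrying autodegrading MDM2–luciferase fusion reporter; quantity: 2000 cells in each well; times: 4 h cell settling then 2 h compound exposure, 37 °C; detection: luminescence with SteadyLite reagent, 15 min at room temperature; evaluation: percent signal gain over controls, blank-subtracted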
# eIF4E 4G PPI: blocks eIF4E binding to eIF4G. P63073+Q04637. inhibition, % at 21.7 µM. actives 0.37% (n = 220,000). TR-FRET eIF4E-eIF4GI(517-606) binding, 2 h;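 active means inhibition above about 30%, limit read from the data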;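 further: 0% = full FRET control wells and 100% = background wells lacking eIF4GI fragment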
# PERK inh: inhibitors of human PERK kinase; CHO PERK-DD fusion, SEAP luminescence translation reporter; actives 0.17% (n = 220,000); inhibition, % at 5.6 µM; Q9NZJ5;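 active means inhibition above the mean inhibition of all tested compounds plus 3 SD, set separately per screening campaign, cut at about 2.9% in these data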;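 further: PERK kinase domain activated by AP20187 dimerizer at 100 nM; 0% = DMSO with dimerizer and 100% = rapamycin at 8.4 µM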
# S1P4 antag: antagonists of human S1P4 receptor. S1P4-expressing cells, antagonist mode, reporter read-out. inhibition, % at 4.98 µM. actives 0.26% (n = 220,000); in the data active means inhibition above about 29%;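 further: 0% = wells stimulated with agonist and 100% = vehicle wells without agonist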
# S1P4 ag: human S1P4 receptor agonism; S1P4-expressing cell line, agonist reporter assay; actives 0.35% (n = 220,000); activation, % at 4.98 µM; O95977; in the data active means activation above about 11%;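 further: 0% = DMSO vehicle and 100% = reference agonist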
# Ba/F3 V617F tox: loss of viability in JAK2V617F-driven Ba/F3 cells. inhibition, % at 5.6 µM. actives 1.1% (n = 220,000). Ba/F3 EpoR-JAK2V617F viability, ATP luminescence;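 active means inhibition above the campaign mean plus 3 SD over all tested compounds, cut at about 24% in these data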;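 further: cytokine-independent growth of Ba/F3 cells driven by EpoR plus mutant JAK2; 0% = DMSO-treated cells and 100% = JAK inhibitor I control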
# BaF3 parental: parental Ba/F3 viability inhibition as JAK2V617F counter-screen; inhibition, % at 5.6 µM; AID 1486; CellTiter-Glo ATP luminescence; actives 1.1% (n = 220,000);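 active means inhibition above a per-campaign cutoff, the mean inhibition of all tested compounds plus 3 SD, cut at about 27% in these data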;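 further: 0% = DMSO wells and 100% = JAK Inhibitor I control wells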
# NPY-Y2 PAM-ag: human NPY-Y2 potentiation or agonism, primary screen; P49146; cells expressing NPY-Y2, potentiator/agonist read-out; activation, % at 3.6 µM; actives 0.45% (n = 220,000); AID 1359; in the data active means activation above about 27%;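 further: cells stimulated with NPY near EC25 plus isoproterenol at EC100; 0% = vehicle plus submaximal agonist and 100% = vehicle plus saturating agonist; some results beyond the cut were filed as inactive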
# Target sequence (P49146 whole entry, looked up): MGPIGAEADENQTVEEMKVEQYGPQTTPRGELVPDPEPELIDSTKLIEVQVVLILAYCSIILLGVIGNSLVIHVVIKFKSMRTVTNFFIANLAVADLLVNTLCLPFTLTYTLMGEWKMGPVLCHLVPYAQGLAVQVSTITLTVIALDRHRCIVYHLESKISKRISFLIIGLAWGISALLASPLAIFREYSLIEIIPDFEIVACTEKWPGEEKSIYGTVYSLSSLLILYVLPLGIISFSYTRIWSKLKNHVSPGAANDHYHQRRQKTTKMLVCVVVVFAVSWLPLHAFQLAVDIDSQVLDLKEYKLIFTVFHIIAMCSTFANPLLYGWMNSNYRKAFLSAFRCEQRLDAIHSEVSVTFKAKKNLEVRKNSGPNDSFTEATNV
# Wee1 stabilizer: human Wee1 degradation inhibition, primary screen; P30291; HeLa Luc-Wee1K328M stability, luciferase luminescence; 100% = proteasome inhibitor MG132 effect; reporter increase, % at 5 µM; actives 1.2% (n = 220,000); AID 1321;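 active means activation above the mean of all tested compounds plus 3 SD, set per screening run, cut at about 8.8% in these data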;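 further: cells exposed to compound for 20 h before luminescence read; 0% = DMSO alone and 100% = MG132 at 30 µM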
# Numbers without * were called inactive; x = no result given; [ ] = dose if it differs, or a comment.
SMILES,Mdm2 ligase inh,eIF4E 4G PPI,PERK inh,S1P4 antag,S1P4 ag,Ba/F3 V617F tox,BaF3 parental,NPY-Y2 PAM-ag,Wee1 stabilizer
O=C1CN(C(=O)CSc2nc3ccccc3c(=O)n2Cc2ccc(F)cc2)c2ccccc2N1,-9,2,-0.8,-19,0.2,-3,4,10,-2
Cc1cc(C(C)(C)C)nc2[nH]n(-c3ccccc3)c(=O)c12,-1,3,-1.8,-18,1.2,3,6,-23,-1
COc1ccc(NC(=S)Nc2ccc(OC(F)F)cc2)cn1,2,0,1.1,-9,2.8,2,11,1,0
CCN(CC)CCNC(=O)NC(=O)c1ccc(Cl)cc1,-6,0,-0.1,8,0.0,-2,2,-8,-1
COc1cc(C2CC(=O)c3c([nH]c(C(=O)OCCOC(C)C)c3C)C2)cc(OC)c1OC (stereo not drawn),-14,1,-0.6,-5,0.1,13,19,11,-2
CC1(C(=O)N2CC3(CC(c4cccc([N+](=O)[O-])c4)=NO3)C[C@H]2C(=O)NCC(N)=O)CC1 (stereo partly drawn),3,3,1.6,-5,0.8,-4,0,-9,-3
OC(COC(c1ccc(Cl)cc1)c1ccc(Cl)cc1)CN1CCN(c2ccccn2)CC1 (stereo not drawn),-4,1[fluorescence artefact?],-1.4,-13,1.3,2,4,-11,-4
CCC(C)(C)n1c(=O)[nH]c2c(c1=O)CCC2,-13,1[fluorescence artefact?],0.8,-9,1.2,-2,0,-2,0
Cc1ccc2[nH]c(=O)c(CN(Cc3cccs3)Cc3nnnn3Cc3ccccc3)cc2c1,-2,3,1.1,1,-1.5,-1,7,7,0
CC(C)CC(=O)NC(=S)Nc1cccc(NC(=O)c2ccccc2)c1,-10,28,-1.4,-17,0.2,3,3,-1,0
CCO[C@@H]1OC(C(=O)NCc2nc3ccccc3[nH]2)=C[C@H](C)[C@H]1CCCO,x,0,-0.8,10,-1.4,2,1,17,4
COc1ccc(OC)c2c1C(=O)c1ccccc1C2=O,-16,4,0.9,12,-3.5,1,9,0,1
O=C(NCCCN1CCCC1=O)c1cc(NS(=O)(=O)c2ccc(F)cc2)cc(NS(=O)(=O)c2ccc(F)cc2)c1,-12,0,1.0,0,0.5,-1,4,-7,2
Cc1cc(N/N=C/c2c[nH]c3ccccc23)c2ccccc2n1,-10,1,0.5,-7,0.1,-2,0,0,2
NC(=O)COC(=O)c1c2c(nc3ccccc13)CCCC2,-2,1,-0.2,3,1.5,1,4,-2,1
COc1ccc(CCNC(=O)COC(=O)/C=C/c2ccc(OCC#N)c(OC)c2)cc1,8,6[fluorescence artefact?],1.4,3,0.4,1,4,-2,-1
CC(C)(C)Nc1nc(Cl)nc(NC(C)(C)C)n1,3,1,0.7,-16,0.1,-1,9,3,-3
COc1ccc(N2CCN(c3nc4c(c(=O)[nH]c(=O)n4C)n3Cc3cccc(C)c3)CC2)cc1,2,-3,-0.6,-12,-0.2,5,9,-10,-3
Cn1nc(-c2ccccc2)cc1NC(=O)c1cccs1,10,4,1.4,6,0.7,-4,0,-13,-3
N#CC1=C(N)NC(=S)C(C(N)=O)C1c1ccc([N+](=O)[O-])cc1 (stereo not drawn),-1,-8,0.9,-15,3.0,4,4,6,-1
CCOC(=O)c1c(C)n(C)c2cc(-c3cccc(C(F)(F)F)c3)c(O)cc12,4,1,1.9,-17,-0.5,3,9,-11,-2
CNC(=S)N1CCC(NC(=O)C(Cc2ccc(F)cc2)NC(C)=O)CC1 (stereo not drawn),-19,1,0.9,6,1.9,-1,2,2,2
O=[N+]([O-])c1cccnc1N1CCCCC1,-17,5,1.2,-10,1.4,-2,1,16,1
O=C(CN(Cc1ccc(F)cc1)S(=O)(=O)c1ccc(S(=O)(=O)N2CCOCC2)cc1)Nc1ccccc1,-12,-2,0.0,-19,0.2,3,9,5,5
Cc1ccc(NC(=O)COC(=O)CN2C(=O)COc3ccccc32)cc1,1,2[fluorescence artefact?],0.1,-15,29*,-2,2,6,-2
OCC1CCN(Cc2cn(Cc3ccccc3)nc2-c2cc3ccccc3o2)CC1,-15,4,1.6,-7,-0.6,2,3,-11,3
NS(=O)(=O)c1ccc(CNC(=O)/C=C/c2c(F)cccc2Cl)cc1,-15,3,1.6,-14,0.6,1,4,-5,-3
Cc1ccc(NC(=S)NNC(=S)NC2CCCCC2)cc1,-48,-1,0.0,5,-0.7,4,10,-5,-2
Cc1nn(C)cc1/C=N/NC(=O)C1(O)c2ccccc2-c2ccccc21,-10,-1,0.2,-17,1.3,-4,4,5,0
CCCc1cc(=O)[nH]c(SCc2ccccc2)n1,-16,6,-0.5,-22,0.3,2,2,-25,-1

# Next part (5 carried over from the part before).
SMILES,Mdm2 ligase inh,eIF4E 4G PPI,PERK inh,S1P4 antag,S1P4 ag,Ba/F3 V617F tox,BaF3 parental,NPY-Y2 PAM-ag,Wee1 stabilizer
OCC1CCN(Cc2cn(Cc3ccccc3)nc2-c2cc3ccccc3o2)CC1,-15,4,1.6,-7,-0.6,2,3,-11,3
NS(=O)(=O)c1ccc(CNC(=O)/C=C/c2c(F)cccc2Cl)cc1,-15,3,1.6,-14,0.6,1,4,-5,-3
Cc1ccc(NC(=S)NNC(=S)NC2CCCCC2)cc1,-48,-1,0.0,5,-0.7,4,10,-5,-2
Cc1nn(C)cc1/C=N/NC(=O)C1(O)c2ccccc2-c2ccccc21,-10,-1,0.2,-17,1.3,-4,4,5,0
CCCc1cc(=O)[nH]c(SCc2ccccc2)n1,-16,6,-0.5,-22,0.3,2,2,-25,-1
COc1ccc(C(CC(=O)O)NC(=O)c2ccco2)cc1OC (stereo not drawn),-18,-4,0.8,-14,-0.6,0,1,-15,0
Oc1cccc(/C=N/N2CCN(C3c4ccccc4-c4ccccc43)CC2)c1,2,-2,1.3,7,1.3,-3,2,-15,-2
CCCc1cc(=O)oc2cc(OCC(=O)N3CCc4ccccc43)ccc12,-1,-6,0.8,-33,1.6,-1,-1,-14,2
O=C(NCc1ccco1)c1nc(-c2ccccc2)n(-c2ccccc2)n1,-10,-12,0.2,-26,-2.2,-4,1,4,1
Cc1cc(NC(=O)CSc2nc(C3CC3)nc3sc4c(c23)CCC(C)C4)no1 (stereo not drawn),x,x,-0.7,0,-2.2,4,5,-16,1
CSc1nc2ncc3c(n2n1)CC(C)(C)CC3=O,-6,4,0.3,-10,-0.5,-3,-1,0,8.9*
COc1cc(/C=C/C(=O)c2ccc(C)cc2)ccc1OCC#N,-6,4,0.1,5,0.1,-3,3,-6,3
Cc1cc([N+](=O)[O-])nn1CC(=O)NCCc1c[nH]c2ccccc12,-9,-2,0.3,9,1.3,-1,6,8,-3
Cc1cc(-c2csc(NC(=O)c3ccc(C#N)cc3)n2)c(C)n1Cc1ccccc1,-14,6,0.4,-12,0.3,1,5,-4,-2
CN(C)C(CNC(=O)c1cccs1)c1cccnc1 (stereo not drawn),-4,-1[fluorescence artefact?],1.2,-10,2.2,-1,5,10,1

# As a short view, part of the list above:
SMILES,Mdm2 ligase inh,eIF4E 4G PPI,PERK inh,S1P4 antag,S1P4 ag,Ba/F3 V617F tox,BaF3 parental,NPY-Y2 PAM-ag,Wee1 stabilizer
COc1ccc(C(CC(=O)O)NC(=O)c2ccco2)cc1OC (stereo not drawn),-18,-4,0.8,-14,-0.6,0,1,-15,0
Oc1cccc(/C=N/N2CCN(C3c4ccccc4-c4ccccc43)CC2)c1,2,-2,1.3,7,1.3,-3,2,-15,-2

# More records.
SMILES,Mdm2 ligase inh,eIF4E 4G PPI,PERK inh,S1P4 antag,S1P4 ag,Ba/F3 V617F tox,BaF3 parental,NPY-Y2 PAM-ag,Wee1 stabilizer
CCCCCCn1c(CN2CCN(C)CC2)nc2c1c(=O)n(C)c(=O)n2C,-16,4,-0.7,-12,1.6,3,5,3,3
CC(=O)/C(=N/Nc1cccc(C)c1)N1CCOCC1,-14,-3[fluorescence artefact?],0.2,4,0.5,-3,4,-8,0
COc1cc(NC(=O)C2CCN(S(=O)(=O)c3cnc[nH]3)CC2)cc(OC)c1OC,-13,-9,-0.1,0,-0.5,1,9,4,-1
CCOC(=O)C(Cc1c(F)cccc1F)(NC(C)=O)C(=O)OCC,-1,4,0.7,-18,2.4,-1,2,-18,-3
COc1ccc(/C=C(\C#N)C(=O)NCC2CCCO2)cc1OC (stereo not drawn),-4,-5,1.0,-11,2.1,-4,5,4,0
CCOc1ccc(-c2[nH]ncc2-c2ccc(OC)c(OC)c2)c(O)c1,-34,-1,-0.3,-13,-0.2,53*,59*,1,3
CCC1S/C(=N/N=C/c2cccs2)NC1=O (stereo not drawn),-6,-2,0.4,-22,1.2,1,0,-16,0
COc1ccc(-c2noc(-c3ccccc3C(=O)Nc3cccc(OC)c3)n2)cc1,-8,-25,-1.1,-12,-1.8,-1,-1,-14,-2
CC(C)Cn1c(N)c(C(=O)COC(=O)CN2C(=O)C3CC=CCC3C2=O)c(=O)n(C)c1=O (stereo not drawn),-5,-1,0.4,-3,-1.4,8,13,-6,0
Cc1cccc(C)c1N1C(=O)[C@@H]2C(c3ccccc3Cl)=NO[C@@H]2C1=O,-5,-1,0.1,2,0.6,1,-3,1,2
COc1ccc(CCNC(=O)CSc2ccsc2[N+](=O)[O-])c(OC)c1,-13,-1,-0.2,-7,-0.1,0,1,3,-1
CCOC(=O)c1c(C)[nH]c(C)c1C(=O)CSc1nc(N)cc(N)n1,6,2,1.0,3,0.4,-3,1,11,1
